ERp5 inh: ERp5 (human) disulfide isomerase inhibition. actives 0.05% (n = 350,000). Q15084. inhibition, % at 9.99 µM. ERp5 insulin aggregation, absorbance 650 nm, 90 min;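 active means mean replicate inhibition above about 25%, with every replicate also reaching it, limit read from the data, passing the limit was not always enough; inconclusive means only one of those two criteria met; inactive means neither criterion met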
RAD54 branch: inhibitors of human RAD54 branch migration; Q92698; RAD54 Holliday junction branch migration, FAM/BHQ fluorescence; inhibition, % at 10.4 µM; actives 0.14% (n = 360,000); AID 602329;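 active means mean normalized replicate activity at least 40 and at least half of replicates scoring 40 or more; inconclusive means only one of the two criteria met; inactive means mean below 40 and under half of replicates reaching 40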;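 further: 0% = median of neutral control wells and 100% = median of positive control wells; inhibitors cause a drop in the FAM fluorescence signal; in these data hits start at about 50%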
ERAP1 HTS inh: ERAP1 (human) enzyme inhibition; recombinant ERAP1, Leu-AMC fluorescence, 60 min; inhibition, % at 10.7 µM; Q9NZ08; actives 0.15% (n = 340,000); AID 652197;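 active means mean replicate inhibition of at least 30%, or all replicates individually reaching that 30% level; inactive means mean below 30% and not every replicate reaching it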;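 further: 0% = neutral control wells and 100% = L-leucinethiol positive control wells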
esBAF inh: inhibitors of esBAF chromatin remodeling in mouse ES cells; Bmi1-luciferase knock-in reporter, 24 h; 100% = twice the neutral-well signal; reporter increase, % at 12.5 µM; actives 2% (n = 350,000); in the data active means activation above about 40%; inconclusive means no clear call, values can overlap the other calls;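 further: 0% = median of the plate's neutral control wells and 100% = double that signal; a rise in the Bmi1 reporter signal indicates esBAF inhibition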
S100A4 inh HTS: S100A4-myosin IIA interaction inhibition. inhibition, % at 10.7 µM. actives 0.14% (n = 360,000). S100A4/TAMRA-MyoIIA peptide fluorescence polarization. AID 652163;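 active means mean inhibition of at least 70% across replicates, with every replicate also reaching that level; inconclusive means mean inhibition reaches 70% but some replicates fall short; inactive means mean inhibition below 70%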
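System – human S100A4 monomer protein, biochemical binding assay · Buffer or medium – Calcium-containing HEPES buffer, pH 7.2 · Timing – 5 min between mix addition and reading · Also added – TAMRA-labelled myosin IIA heavy-chain peptide probe, 5 nM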
RAD52 inh: inhibitors of human RAD52 DNA annealing; inhibition, % at 18.7 µM; AID 651710; actives 0.46% (n = 360,000); recombinant RAD52 DNA annealing, FRET fluorescence; P43351;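 active means every replicate showing at least 50% inhibition; inconclusive means mean inhibition at least 50% but not in every replicate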
Target sequence (P43351 whole entry, looked up): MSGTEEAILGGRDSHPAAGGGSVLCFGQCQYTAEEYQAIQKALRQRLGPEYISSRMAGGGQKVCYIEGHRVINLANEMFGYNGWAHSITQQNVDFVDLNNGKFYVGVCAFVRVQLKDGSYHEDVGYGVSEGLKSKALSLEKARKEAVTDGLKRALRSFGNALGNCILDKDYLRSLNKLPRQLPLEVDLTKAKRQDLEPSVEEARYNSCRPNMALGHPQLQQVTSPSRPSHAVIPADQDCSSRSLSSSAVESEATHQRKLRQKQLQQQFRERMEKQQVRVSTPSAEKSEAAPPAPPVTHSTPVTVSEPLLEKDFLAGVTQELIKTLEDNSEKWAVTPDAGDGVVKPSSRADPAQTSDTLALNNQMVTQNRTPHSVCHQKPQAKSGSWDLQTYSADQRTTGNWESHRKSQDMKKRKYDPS
E-sel inducer: induces E-selectin expression in human endothelial cells | HUVEC E-selectin immunofluorescence imaging; normalized: neutral wells 0, TNF-alpha wells 100 | activation, % at 7.58 µM | actives 0.37% (n = 260,000) | AID 686992;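 active means mean E-selectin-positive cell signal at least 10% of the positive control, reached in at least 60% of replicates, without over 20% cell loss; inconclusive means no rule given, readout overlaps actives, possibly toxicity-flagged; inactive means the rest, including those meeting only one limit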;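 further: in these data hits start at about 27%; measured in HUVEC primary endothelial cells; signal is the percent of cells scored E-selectin positive by PE staining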
Target sequence (P16581 whole entry, looked up): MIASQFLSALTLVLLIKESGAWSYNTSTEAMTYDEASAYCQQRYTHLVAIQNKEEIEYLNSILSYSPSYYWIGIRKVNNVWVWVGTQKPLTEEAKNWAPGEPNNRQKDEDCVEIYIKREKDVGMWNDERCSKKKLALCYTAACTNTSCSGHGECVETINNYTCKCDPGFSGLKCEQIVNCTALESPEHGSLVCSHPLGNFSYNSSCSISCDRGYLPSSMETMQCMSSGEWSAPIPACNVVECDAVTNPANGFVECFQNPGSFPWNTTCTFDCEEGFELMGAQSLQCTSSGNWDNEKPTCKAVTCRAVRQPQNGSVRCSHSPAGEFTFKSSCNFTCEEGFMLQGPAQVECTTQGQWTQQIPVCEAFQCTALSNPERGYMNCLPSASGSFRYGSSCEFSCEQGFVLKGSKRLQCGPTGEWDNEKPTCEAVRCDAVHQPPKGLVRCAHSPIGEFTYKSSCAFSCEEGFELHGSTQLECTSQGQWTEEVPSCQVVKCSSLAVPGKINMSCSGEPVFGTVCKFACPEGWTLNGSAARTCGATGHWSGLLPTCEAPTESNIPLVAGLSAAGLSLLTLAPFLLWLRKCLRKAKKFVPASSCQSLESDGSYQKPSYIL
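Read-out: % PE-positive cells | Test system: HUVEC | Doses: One compound dose added by pin transfer | Buffer or medium: EGM-2 over gelatin coat | Signal: Immunofluorescence imaging | Benchmarks: TNF-alpha, DMSO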
XiGFP reactiv: X-chromosome reactivation activator; XiGFP mouse fibroblasts, % GFP-positive cells imaging, 3 d; cells co-treated with 5-aza-dC sensitizer; scaled so ellipticine positive control = 100%; activation, % at 7.58 µM; actives 0.055% (n = 360,000); AID 743238;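 active means mean normalized replicate activation at least 10% and every replicate at or above 10%; inconclusive means only one of the two criteria met; inactive means mean below 10% and not all replicates reach 10%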;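 further: 0% = median of on-plate neutral control wells and 100% = ellipticine 6 µM median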
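Material: XiGFP fibroblasts, SV40-immortalized; Buffer or medium: DMEM containing 5-aza-dC; Compound dosing: single point; Times: 3 days compound exposure.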
Starred values were filed as active, the others as inactive; ? = inconclusive; . = not tested or not shown.

SMILES | ERp5 inh | RAD54 branch | ERAP1 HTS inh | esBAF inh | S100A4 inh HTS | RAD52 inh | E-sel inducer | XiGFP reactiv
Cn1cc(C(=O)N2CCN(c3ccccc3)CC2)c(=O)c2cc(S(=O)(=O)N3CCOCC3)ccc21 | 3 | 0 | 3 | -4 | -3 | -6 | . | 0.0
CCC(=O)c1cn(CC(=O)Nc2ccccc2)c2ccccc12 | 0 | 4 | -2 | 6 | 2 | -2 | . | 0.1
CCc1ccc(C2=NN(C(C)=O)C(c3ccco3)C2)cc1 (configuration not stated) | -5 | . | 3 | . | -3 | -11 | 10 | 0.3
CCOC(=O)c1ccc(N2CCOCC2)c(NS(=O)(=O)c2ccc(F)cc2)c1 | 4 | 6 | -1 | 1 | -3 | -11 | . | 0.2
CO[C@H]1CN(C)C(=O)c2cc(NC(=O)C3CCC3)ccc2OC[C@@H](C)NC[C@@H]1C | 6 | 2 | 0 | 0 | -17 | -3 | 0.0 | 0.1
O=C(Cc1ccncc1)NCC[C@@H]1CC[C@H](NC(=O)C2CC2)[C@H](CO)O1 | -3 | -5 | 0 | -2 | 2 | -43 | -0.3 | -0.1
Cc1noc(C)c1NC(=O)N(C)C[C@H]1Oc2ccc(NC(=O)NC3CCCCC3)cc2C(=O)N([C@@H](C)CO)C[C@H]1C | -4 | -6 | 10 | -4 | ? | 0 | -0.1 | 0.6
COc1ccc(C(=O)Nc2c(N)nc(SCC(=O)N3CCC(C)CC3)[nH]c2=O)cc1 | 2 | -7 | 4 | 9 | 1 | 1 | 0.2 | 0.2
CN1C(=O)c2cc(NC(=O)C3CC3)ccc2OC[C@H]2O[C@@H](CC(=O)NCC3CCCCC3)CC[C@@H]21 | -13 | -18 | 0 | 0 | -4 | -3 | -0.1 | 0.0
O=C(C[C@H]1C[C@@H]2c3cc(NC(=O)Nc4ccccc4F)ccc3O[C@@H]2[C@H](CO)O1)NC1CCCCC1 | 4 | -2 | -1 | 1 | 3 | -10 | -0.2 | -0.1
CC(C)NC(=O)Nc1ccc2c(c1)C(=O)N([C@@H](C)CO)C[C@H](C)[C@@H](CN(C)C(=O)Nc1ccccc1)OCCCC[C@H](C)O2 | -3 | 2 | 0 | . | -12 | -3 | . | 0.0
NC(=O)c1ccc(NC(=O)Cc2cccs2)cc1 | 3 | -2 | 0 | 6 | 2 | -8 | 0.1 | 0.0
Cc1noc(C)c1NC(=O)Nc1ccc2c(c1)C(=O)N([C@@H](C)CO)C[C@H](C)[C@H](CN(C)C(=O)NC1CCCCC1)OCCCC[C@H](C)O2 | 8 | -9 | -1 | 1 | -7 | -2 | 0.1 | 0.3
Cc1ccc(S(=O)(=O)N[C@H]2CC[C@H](CCn3cc(C(C)C)nn3)O[C@@H]2CO)cc1 | 7 | -3 | 3 | -1 | 2 | -3 | 0.2 | -0.9
C=CCOc1ccc(/C=C/C(=O)OCc2csc(CC(=O)Nc3ccccc3C)n2)cc1 | 0 | -1 | 1 | -13 | 9 | -25 | . | 0.8
Cc1ccc2c(c1)[C@H]1[C@H](CO2)[C@H](c2ccccc2)[C@]2(C)C(=O)N(Cc3ccccc3)CC(=O)N12 | 2 | 0 | . | -4 | -7 | -5 | 3.4 | -0.2
C[C@H]1CN([C@@H](C)CO)C(=O)Cc2cc(NC(=O)CCN3CCOCC3)ccc2O[C@@H]1CN(C)Cc1ccc(C(=O)O)cc1 | . | 4 | . | 2 | . | . | 0.0 | 0.3
O=C(N[C@@H]1CC[C@@H](CCNC(=O)C2CC2)O[C@H]1CO)c1ccccn1 | 1 | -18 | -1 | -2 | 7 | 2 | -0.1 | -0.3
COc1ccc(S(=O)(=O)Nc2ccc3c(c2)C(=O)N([C@H](C)CO)C[C@H](C)[C@@H](CN(C)S(=O)(=O)c2ccc(F)cc2)OCCCC[C@@H](C)O3)cc1 | 2 | -2 | -3 | -3 | 14 | -2 | 0.0 | 0.1
COc1ccc(CNC(=O)CN(C)Cc2ccccc2F)cc1OC | 1 | 10 | 0 | -6 | -16 | -16 | . | 0.1
C[C@@H]1CN([C@@H](C)CO)C(=O)c2cccc(NC(=O)c3ccc(-c4nccs4)cc3)c2O[C@@H]1CN(C)Cc1ccc(C(F)(F)F)cc1 | -1 | 3 | 1 | 3 | -4 | -16 | -2.7 | 0.3
COc1ccccc1NC(=O)c1ccccc1S(=O)(=O)c1ccc([N+](=O)[O-])cc1 | 3 | 7 | -4 | -3 | 2 | 6 | -0.3 | 0.0
COc1ccc(C(=O)COC(=O)CCn2c(C)csc2=O)c(OC)c1 | 0 | -6 | 0 | 23 | 2 | 6 | 0.1 | 0.1
COc1ccc(C(=O)CCN2CCN(c3ccccc3OC)CC2)cc1 | -3 | -14 | -3 | . | -1 | -7 | -0.3 | -0.2
CO[C@H]1CN(C)C(=O)c2cc(NS(=O)(=O)CC(F)(F)F)ccc2OC[C@H](C)N(C(=O)NC(C)C)C[C@H]1C | 3 | -8 | -6 | 2 | -13 | -14 | -0.2 | 0.1
COc1ccc(-c2noc(N3CCC(C(=O)NCc4ccc(F)cc4)CC3)n2)cc1 | -9 | -13 | 1 | -2 | 0 | -11 | . | 0.1
C=CCn1c(Oc2cc(C)ccc2C)nc2c1c(=O)n(C)c(=O)n2C | 1 | 0 | 1 | -4 | 3 | 6 | . | .
O=C(Nc1cccc(F)c1)N1CC(=O)N2[C@H](C1)[C@H](c1ccc(C#CC3CC3)cc1)[C@@H]2CO | 2 | . | -2 | . | -11 | -19 | -0.2 | 0.0
COc1ccc(CCN2CC(C(=O)NCCN3CCOC3=O)CCC2=O)cc1 (configuration not stated) | 3 | -3 | -4 | 7 | 1 | -4 | 0.3 | 0.1
O=C(OCC(=O)N1CCc2ccccc21)c1ccc([N+](=O)[O-])cc1 | 1 | -12 | 0 | -3 | -3 | -2 | -0.5 | 0.3

Not a retest: entries from further up.
SMILES | ERp5 inh | RAD54 branch | ERAP1 HTS inh | esBAF inh | S100A4 inh HTS | RAD52 inh | E-sel inducer | XiGFP reactiv
COc1ccc(C(=O)CCN2CCN(c3ccccc3OC)CC2)cc1 | -3 | -14 | -3 | . | -1 | -7 | -0.3 | -0.2
CO[C@H]1CN(C)C(=O)c2cc(NS(=O)(=O)CC(F)(F)F)ccc2OC[C@H](C)N(C(=O)NC(C)C)C[C@H]1C | 3 | -8 | -6 | 2 | -13 | -14 | -0.2 | 0.1
COc1ccc(-c2noc(N3CCC(C(=O)NCc4ccc(F)cc4)CC3)n2)cc1 | -9 | -13 | 1 | -2 | 0 | -11 | . | 0.1
C=CCn1c(Oc2cc(C)ccc2C)nc2c1c(=O)n(C)c(=O)n2C | 1 | 0 | 1 | -4 | 3 | 6 | . | .

Other results:
SMILES | ERp5 inh | RAD54 branch | ERAP1 HTS inh | esBAF inh | S100A4 inh HTS | RAD52 inh | E-sel inducer | XiGFP reactiv
CCOC(=O)c1ccc[n+](CC(=O)c2ccc(NC(=O)c3ccccc3)cc2)c1 | 3 | 3 | 5 | 3 | -11 | 11 | 0.3 | 0.1
COc1ccccc1[C@@H]1C(c2ccc(F)cc2)=NN(c2ccccc2)[C@H]1C(=O)N1CCOC1=O | 5 | 1 | 3 | . | 2 | 1 | 1.2 | -0.1
CCn1nc(C(=O)Nc2nc(-c3ccccn3)cs2)c2ccccc2c1=O | 8 | 6 | 0 | -12 | 14 | 1 | -0.3 | 0.5
O=C(C[C@H]1CC[C@@H]2[C@H](COC[C@@H](O)CN2C(=O)c2ccccc2F)O1)N1CCN(c2ccccc2)CC1 | -2 | 5 | -3 | 5 | -12 | -12 | 0.0 | -0.1
Cc1cc(-c2ccccc2)cc(-c2ccccc2)[n+]1C | 1 | . | 2 | . | -2 | 0 | 0.5 | 0.0
COCC(=O)N(C)C[C@@H]1Oc2ncc(-c3ccc(C)cc3)cc2C(=O)N([C@@H](C)CO)C[C@H]1C | 12 | -1 | -2 | 6 | 2 | 1 | 0.6 | -0.4
O=C(CS(=O)(=O)c1cn(Cc2ccc(F)cc2)c2ccccc12)N1CCOCC1 | 6 | -4 | 1 | -2 | 7 | -4 | . | 0.0
CCCCNC(=O)CCC(=O)Nc1ccc2nc(N3CCC(C)CC3)cc(C)c2c1 | -3 | . | -1 | . | -6 | -8 | . | -0.3
COc1cc2c(cc1OC)CN(C1CCCN(Cc3cccc(C(C)=O)c3)C1)CC2 (configuration not stated) | 0 | -13 | -1 | -6 | 11 | -5 | 0.1 | 0.1
COc1ccc(NC(=O)C2=Cc3cccc(OC)c3OC2)cc1 | 4 | . | -1 | . | -5 | -52 | . | 0.0
O=C(Cc1nn[nH]n1)Nc1cc(Cl)cc(Cl)c1 | 1 | -2 | -2 | -1 | 0 | -5 | -0.1 | 0.0
CC(C)(C)c1ccc(OCCC(=O)Nc2cccc(S(=O)(=O)N3CCCCC3)c2)cc1 | 0 | . | 0 | . | -1 | 6 | . | 0.0
Cc1ccc(S(=O)(=O)N2CCOCC2)cc1NC(=O)CN1C(=O)NC(C)(c2ccc(Cl)cc2Cl)C1=O (configuration not stated) | 3 | -1 | 3 | 1 | -2 | -14 | . | 0.2
COc1ccc2[nH]c3c(c2c1)CCN1C(=O)C(CC(=O)NC/C=C(\C)CCC=C(C)C)C[C@H](C(=O)N(C(C)C)C(C)C)[C@@]31C (some centres not stated) | 0 | 13 | 0 | 13 | -3 | -5 | 0.3 | 0.0

2 entries from above, as labelled records.
SMILES: O=C(Cc1nn[nH]n1)Nc1cc(Cl)cc(Cl)c1
  ERp5 inh: 1
  RAD54 branch: -2
  ERAP1 HTS inh: -2
  esBAF inh: -1
  S100A4 inh HTS: 0
  RAD52 inh: -5
  E-sel inducer: -0.1
  XiGFP reactiv: 0.0

SMILES: CC(C)(C)c1ccc(OCCC(=O)Nc2cccc(S(=O)(=O)N3CCCCC3)c2)cc1
  ERp5 inh: 0
  RAD54 branch: .
  ERAP1 HTS inh: 0
  esBAF inh: .
  S100A4 inh HTS: -1
  RAD52 inh: 6
  E-sel inducer: .
  XiGFP reactiv: 0.0

Screening results deposited in PubChem by Broad Institute.

The order is random (roughly 2.5% active in at least one column).
